From PubChem BioAssay
USP1 inh – Inhibitors of USP1/UAF1: Primary Screen; Ubiquitin carboxyl-terminal hydrolase 1 (Homo sapiens), O94782; recombinant USP1/UAF1, Ub-Rhodamine cleavage fluorescence; Potency, µM (highest dose often 57.1 µM), without a hit: at the top dose activity change, negative = inhibition, most hits filed as inhibitors; actives 0.23% (n = 390,000); also: potency is read from the fitted curve at half-maximal effect; % is scaled to controls: 0 for no effect and ±100 for the full control effect; nearly all actives have a fitted effect of over 60% in size; inactives centre near -12
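USP1/UAF1 complex at 1 nM was preincubated with compound for 15 min at room temperature, then Ub-Rho substrate (150nM final) was added. Fluorescence (480/540 nm) was read kinetically, 6 reads every 60 seconds.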
IDH1 R132H inh – qHTS for Inhibitors of mutant isocitrate dehydrogenase 1 (IDH1): qHTS; Isocitrate dehydrogenase [NADP] cytoplasmic (Homo sapiens), O75874; IDH1-R132H enzyme, NADPH consumption, diaphorase/resazurin fluorescence; Potency, µM (top dose mostly 76.6 µM), inactives show at the top dose activity change, negative = inhibition, most hits filed as inhibitors; actives 0.093% (n = 390,000); also: potency is read from the fitted curve at half-maximal effect; % is scaled to controls: 0 for no effect and ±100 for the full control effect; nearly all actives have a fitted effect of over 65% in size
Target sequence (O75874 whole entry R132H, stated change not applied): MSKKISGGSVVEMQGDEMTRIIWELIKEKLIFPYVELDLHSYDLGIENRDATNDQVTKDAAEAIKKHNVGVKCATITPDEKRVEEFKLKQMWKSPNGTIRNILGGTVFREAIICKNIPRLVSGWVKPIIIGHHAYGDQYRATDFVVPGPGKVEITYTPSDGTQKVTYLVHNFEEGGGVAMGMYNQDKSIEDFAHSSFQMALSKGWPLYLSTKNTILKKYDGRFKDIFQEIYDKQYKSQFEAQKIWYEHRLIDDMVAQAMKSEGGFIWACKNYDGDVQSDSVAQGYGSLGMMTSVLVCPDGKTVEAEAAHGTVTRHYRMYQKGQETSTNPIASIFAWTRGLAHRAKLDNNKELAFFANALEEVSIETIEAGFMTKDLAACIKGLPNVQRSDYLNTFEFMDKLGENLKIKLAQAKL
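IDH1-R132H (0.5 ug/mL) preincubated 30 min with compound, then NADPH (0.016 mM) and alpha-KG (2 mM) added; 80 min at RT, pH 7.5. Remaining NADPH coupled via diaphorase/resazurin to fluorescence (540/590 nm); concentration-response curves normalized to no-enzyme control.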
PI4K2A block – qHTS for small molecular inhibitors of PI4K2A | Phosphatidylinositol 4-kinase type 2-alpha (Homo sapiens), Q9BTU6 | purified PI4K2A, ADP-Glo luminescence, 1 h; hits give low values | activity change, negative = inhibition, % at 76.9 µM | actives 0.13% (n = 420,000) | AID 1346378, 2018; in the data active = activity change below about -50%; inconclusive = mostly about -30% to -49%;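 also: -100% = wells without enzyme as full effect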
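PI4K2A activity was measured by ADP-Glo luminescence: enzyme (4 ug/mL stock) and phosphatidylinositol (1.2 mM stock) in Tris pH 7.5/MgCl2/EGTA/Triton X-100 buffer were reacted with ATP (300 microM stock) for one hour at ambient temperature.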
rTrxR1 inhibitor – qHTS Assay for Inhibitors of Mammalian Selenoprotein Thioredoxin Reductase 1 (TrxR1): qHTS | actives 1% (n = 390,000) | AID 588453, 2011 | Thioredoxin reductase 1, cytoplasmic (Rattus norvegicus), O89049 | recombinant rTrxR1, NADPH fluorescence consumption, selenite substrate | Potency, µM (series often up to 114 µM), for inactives: top-dose activity change, negative = inhibition, usual class: inhibitors; also: potency is read from the fitted curve at half-maximal effect; % is scaled to controls: 0 for no effect and ±100 for the full control effect; nearly all actives have a fitted effect of over 65% in size
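Rat TrxR1 (90 nM in the dispensed reagent) was pre-reduced with 400 uM NADPH for 5 min at room temperature, then incubated with compound for 15 min. After 400 uM selenite was added, NADPH fluorescence (Ex 340/Em 450 nm) was followed for 8 min.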
Pin1 inh – qHTS Assay to Find Inhibitors of Pin1; actives 0.009% (n = 390,000); Pin1 FP peptide displacement, HiFluor488, 10 min; Potency, µM (series often up to 115 µM), for the others: top-dose activity, negative = inhibition, usual class: inhibitors; Peptidyl-prolyl cis-trans isomerase NIMA-interacting 1 (Homo sapiens), Q13526; active = well fitted inhibition curve with a large enough effect in the polarisation, with a control signal flat, not every such curve was filed as active; inconclusive = small, poorly fitted or top-dose-only effect, or effect the other way, or a change in a side signal; inactive = no such curve, though single readings can be large or run the other way; the % refers to the polarisation; also: potency is read from the fitted curve at half-maximal effect; % is scaled to controls: 0 for no effect and ±100 for the full control effect
GLS inhibitor – qHTS for Inhibitors of Glutaminase (GLS); Glutaminase kidney isoform, mitochondrial (Homo sapiens), O94925; GLS enzymatic activity, qHTS titration; Potency, µM (doses to about 45.5 µM), for the others: at the highest dose activity change, negative = inhibition, most hits filed as inhibitors; actives 0.21% (n = 410,000); also: potency is read from the fitted curve at half-maximal effect; % is scaled to controls: 0 for no effect and ±100 for the full control effect
Target sequence (O94925 whole entry, looked up, canonical isoform): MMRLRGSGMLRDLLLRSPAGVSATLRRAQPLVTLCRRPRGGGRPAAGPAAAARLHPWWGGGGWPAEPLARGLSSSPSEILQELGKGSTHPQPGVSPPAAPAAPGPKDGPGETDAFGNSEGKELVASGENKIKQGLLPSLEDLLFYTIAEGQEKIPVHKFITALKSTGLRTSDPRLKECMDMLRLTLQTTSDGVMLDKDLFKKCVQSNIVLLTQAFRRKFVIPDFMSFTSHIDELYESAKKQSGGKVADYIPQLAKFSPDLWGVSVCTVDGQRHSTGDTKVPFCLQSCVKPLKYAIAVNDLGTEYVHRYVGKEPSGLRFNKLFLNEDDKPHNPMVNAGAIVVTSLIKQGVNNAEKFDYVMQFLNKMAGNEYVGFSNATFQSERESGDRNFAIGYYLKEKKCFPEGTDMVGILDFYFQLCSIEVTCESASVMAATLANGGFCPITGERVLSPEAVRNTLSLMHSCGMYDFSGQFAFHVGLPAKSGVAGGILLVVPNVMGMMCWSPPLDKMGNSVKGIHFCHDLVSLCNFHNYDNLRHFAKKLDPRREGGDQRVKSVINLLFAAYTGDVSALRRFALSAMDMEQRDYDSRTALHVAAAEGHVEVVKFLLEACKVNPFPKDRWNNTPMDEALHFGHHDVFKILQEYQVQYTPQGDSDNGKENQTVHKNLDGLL
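Assay buffer: 45 mM KH2PO4 pH 8.2, 0.02% Tween-20. hKGA acts on L-glutamine (1 mM solution added); product glutamate is reported by an oxidase/peroxidase Amplex Red coupling, with fluorescence taken at baseline and 30 min.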
HP1b chromo inh – HTS for Inhibitors of HP1-beta Chromodomain Interactions with Methylated Histone Tails | Chromobox protein homolog 1 (Homo sapiens), P83916 | AlphaScreen HP1-beta / biotin-H3K9me3 peptide binding | Potency, µM (titrated, usually from 114 µM), for the others: top-dose activity change, negative = inhibition, most hits filed as inhibitors | actives 0.56% (n = 390,000) | AID 540317, 2011; also: potency is read from the fitted curve at half-maximal effect; nearly all actives have a fitted effect of over 70% in size; inactives centre near 23
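HP1-beta protein (50 nM final) preincubated 30 min at room temperature with biotinylated H3(1-18)K9me3 peptide (50 nM) in PBS pH 7.4, 0.01% Tween-20, then compound added for 30 min. AlphaScreen streptavidin donor/nickel chelate acceptor beads (10 ug/mL final), 30 min dark, luminescence read.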
TrxR1 substrate – qHTS Assay for Substrates of Mammalian Selenoprotein Thioredoxin Reductase 1 (TrxR1): qHTS | Thioredoxin reductase 1, cytoplasmic (Rattus norvegicus), O89049 | purified TrxR1 substrate turnover, NADPH consumption readout | Potency, µM (top dose mostly 114 µM), for inactives: at the highest dose activity change, negative = substrate turnover | actives 0.01% (n = 390,000); also: potency is read from the fitted curve at half-maximal effect; % is scaled to controls: 0 for no effect and ±100 for the full control effect; nearly all actives have a fitted effect of over 50% in size
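Rat TrxR1, dispensed at 90 nM, was prereduced with 400 uM NADPH (final) for 5 min at ~22 deg C, then incubated with compound 15 min before 400 uM selenite. A first-read NADPH fluorescence drop versus no-compound background flagged substrates.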
Tb PGK inh – qHTS Assay to Find Inhibitors of Phosphoglycerate Kinase | Phosphoglycerate kinase, glycosomal (Trypanosoma brucei brucei), P07378 | PGK/GAPDH coupled, Kinase-Glo luminescence, 60 min | actives 0.043% (n = 380,000) | Potency, µM (series often up to 57.5 µM), for inactives: top-dose activity change, negative = inhibition, hits mostly inhibitors; also: potency is read from the fitted curve at half-maximal effect; % is scaled to controls: 0 for no effect and ±100 for the full control effect; nearly all actives have a fitted effect of over 60% in size
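Luminescent ATP detection (Kinase-Glo Plus) follows a 60-minute room-temperature incubation, with wells lacking PGK as controls. Buffer: 100 mM TEA (pH 7.6), 5 mM MgCl2, 0.01% Tween-20. Coupling enzyme GAPDH (100 nM final) supplies unstable 1,3-BPG in-well.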
An asterisk follows results filed as active; i = inactive; u = inconclusive; x = no result given; [ ] = remark or other dose. Unless noted, calls follow the shape of the dose curve; as a rule, active = well fitted curve in the direction sought with a large enough effect; inconclusive = small, poorly fitted or top-dose-only effect, or another doubt; inactive = no such curve, though single readings can be large; an effect the other way counts as inactive or inconclusive. These rows are one share of the data (hit frequency here may not be typical).

Second line of a record – PI4K2A block	Pin1 inh	TrxR1 substrate	IDH1 R132H inh	Tb PGK inh	GLS inhibitor	USP1 inh	rTrxR1 inhibitor	HP1b chromo inh
[1] O=C(Nc1ccccc1C(=O)OCc1cc(=O)n2c3c(sc2n1)CCCC3)c1ccc(Cl)cc1
→ 4.4	5.1%	-2.2%[57.1 µM]	0.0%	1.6%	-11.5%	-22.9%	6.7%[57.1 µM]	14.6%
[2] Cc1ccc(-c2cc(-c3ccc(F)cc3)n[nH]2)c(O)c1
→ -1.5	-5.9%	-7.0%	10.0%	6.6%	-4.3%	-18.7%	13.3%[57.1 µM]	-10.3%
[3] Clc1ccc(-c2nc3ccncc3[nH]2)cc1
→ -28.4	-1.7%	7.2%	4.7%	-23.3%	-3.1%	-21.6%	15.3%	5.0%
[4] O=C(O)CC1(CC(=O)Nc2nccs2)CCCCC1
→ -1.4	0.4%	22.0%[57.1 µM]	5.1%	-14.0%	10.9%	-6.6%	31.0%[activator][11.4 µM]	-1.9%
[5] CCOC(=O)CSC1=C(C#N)C(C)C2=C(CCCC2=O)N1 (centres undefined)
→ 1.2	4.3%	-3.1%	2.5%	-2.8%	12.7%	-19.9%	-5.9%[57.1 µM]	47.7%[activator]
[6] COc1ccc(-c2noc(-c3ccc(NCc4cccnc4)c([N+](=O)[O-])c3)n2)cc1
→ 1.6	10.0%	-4.4%	3.9%	7.8%	6.1%	-6.0%	10.5%	35.4%
[7] COc1ccccc1NC(=O)CN1CCC(c2nc3ccccc3[nH]2)CC1
→ -13.8	-3.4%	6.7%[57.1 µM]	-3.1%	9.1%	-3.0%	-11.5%	6.4%[57.1 µM]	10.4%
[8] CCOc1ccc(-c2nnc3n2N=C(c2ccc(OC)cc2)CS3)cc1
→ -0.3	-7.4%	1.0%	-10.0%	-2.2%	-2.7%	-10.1%	4.2%	23.3%
[9] OCC1(Cc2ccc(Cl)cc2)CCN(Cc2ccc(Oc3ncccn3)cc2)CC1
→ -0.1	-5.8%	-4.9%[57.1 µM]	-7.1%	3.9%	2.1%	-14.9%	-2.8%[57.1 µM]	43.9%[activator]
[10] CS(=O)(=O)c1cnc(-c2ccccc2)nc1Sc1ccc(F)cc1
→ 4.5	3.4%	1.9%	9.8%	-2.7%	-2.8%	-19.5%	10.2%	30.4%
[11] Cc1ccc(CNC(=O)CSc2nc3[nH]ncc3c(=O)[nH]2)cc1
→ 0.4	1.7%	-21.3%[57.1 µM]	4.8%	i	-20.2%	-18.3%	10.2%[57.1 µM]	17.2%
[12] CC(=O)c1ccc(OCCNS(=O)(=O)c2ccc(-n3cnnn3)cc2)cc1
→ -4.2	-6.4%	3.9%	-5.3%	4.4%	8.0%	-22.2%	14.9%	28.3%
[13] O=C(CN1C(=O)CCC1=O)Nc1nc(-c2ccccn2)cs1
→ 1.6	-4.1%	10.8%	6.7%	i	3.5%	-20.1%	29.8%	27.0%
[14] CCc1cccc(C)c1NS(=O)(=O)c1cc(Br)cnc1N
→ 4.8	6.3%	-0.8%	0.0%	5.7%	2.5%	-11.2%	10.1%	42.1%[activator]
[15] CCn1nc(CC(=O)Nc2nnc(CC(=O)N3CCOCC3)s2)c2ccccc2c1=O
→ 0.3	-4.9%	11.2%[57.1 µM]	0.4%	4.8%	-10.4%	-19.4%	12.5%	23.8%
[16] O=C(C1CCN(c2nnc(N3CCCC3=O)s2)CC1)N1CCN(Cc2ccc3c(c2)OCO3)CC1
→ -9.2	u	1.2%	-1.6%	-2.9%	0.2%	2.9%	8.7%	6.2%
[17] O=C(NCc1ccccn1)C1CCC(=O)N1C1CCCC1 (centres undefined)
→ 0.2	-12.3%	-12.8%	0.7%	0.0%	-8.1%	-12.6%	-28.8%	20.0%
[18] CC1CCN(c2nc3c(S(=O)(=O)c4ccccc4)nnn3c3ccc(Cl)cc23)CC1
→ -1.3	0.8%	19.1%	-0.5%	-4.6%	2.4%	1.2%	4.6%	64.5%[activator]
[19] CN(C)S(=O)(=O)c1cc(NC(=O)COC(=O)C2CSC3(C)CCC(=O)N23)ccc1Cl (centres undefined)
→ -0.7	4.4%	-7.3%	3.7%	10.2%	3.3%	-14.3%	-8.5%	8.7%
[20] COc1ccc(-c2nc3ccc(C(=O)NCc4ccc(C)cc4)cc3nc2-c2ccc(OC)cc2)cc1
→ 2.4	16.0%	20.1%[57.1 µM]	14.3%	-8.5%	0.3%	-23.9%	36.4%[activator][57.1 µM]	78.5%[activator]
[21] CCOC(=O)CC1CCCCN1C(=O)c1ccc2oc(CCc3ccccc3)nc2c1 (centres undefined)
→ 10.1	-0.6%	3.1%[57.1 µM]	8.3%	0.1%	-13.1%	-6.1%	25.8%[57.1 µM]	69.2%[activator]
[22] COc1ccc(NC(=O)CSc2nc3scc(C)c3c(=O)[nH]2)cc1
→ -0.5	0.9%	-4.0%	3.7%	-6.8%	-5.9%	-14.4%	-5.7%	26.3%
[23] O=C(CP(=O)(c1ccccc1)c1ccccc1)N1CCOCC1
→ -10.0	-10.2%	-2.2%	6.5%	i	0.1%	-6.8%	8.2%	-6.7%
[24] CCc1ccc(OCc2ccc(C(=O)O)o2)cc1
→ -2.6	5.4%	6.4%	-2.2%	3.9%	4.5%	-33.2%	-25.9%	7.2%
[25] CCOC(=O)c1c(S(=O)(=O)N2CCc3ccccc32)c(C)n(C)c1C
→ -0.3	-5.6%	-0.6%	-1.7%	i	-4.8%	-12.9%	8.7%	9.9%
[26] O=C(Cn1cnc2c(nnn2Cc2ccccc2)c1=O)NCC1CCCO1 (centres undefined)
→ 4.0	-1.9%	8.1%[57.1 µM]	10.9%	-5.7%	-11.6%	-18.8%	14.9%[57.1 µM]	43.6%[activator]
[27] CCCCN(CCCC)S(=O)(=O)c1ccc(NC(=O)CN2CCOCC2)cc1
→ 0.2	0.2%	2.8%	1.0%	-0.8%	-1.3%	-13.3%	7.6%	36.5%[activator]
[28] O=C(CSc1nc(-c2cccc(Cl)c2)nc2cc(=O)[nH]n12)Nc1ccccc1
→ -2.7	26.2%	1.2%[57.1 µM]	4.5%	u	u	-7.4%	23.6%[57.1 µM]	-0.6%
[29] COc1cc(/C=C/C(=O)OCC(=O)NC2CC2)cc(S(=O)(=O)N2CCc3ccccc32)c1OC
→ 2.2	-1.1%	1.2%[57.1 µM]	-6.0%	9.6%	-3.4%	u	1.3%[57.1 µM]	-0.3%
[30] N#Cc1nc(Cc2ccccc2)oc1N1CCN(c2ccccc2)CC1
→ -1.5	7.3%	4.4%	2.1%	-4.0%	13.1%	-1.8%	9.4%	14.1µM*
[31] Cc1cc(NC(=O)c2cccc(COc3ccc(Br)cc3)c2)no1
→ 0.5	6.8%	0.5%	-5.6%	1.2%	1.2%	-31.2%	17.7%	75.7%[activator]
[32] Cc1ccc(C)c(NC(=O)CSc2nnc([C@@H](N)Cc3ccccc3)o2)c1
→ 2.8	-6.0%	-1.2%	14.7%	i	-3.3%	-8.9%	4.1%	33.6%
[33] O=C(CSc1nnc(CNC(=O)c2c(F)cccc2Cl)o1)Nc1ccc2c(c1)OCO2
→ 2.7	-0.8%	13.1%[57.1 µM]	10.0%	-4.1%	0.4%	-0.7%	38.0%[activator][57.1 µM]	13.1%
[34] COc1ccc(S(=O)(=O)N(C(=O)c2ccncc2)c2ccc(OC(=O)c3ccncc3)cc2)cc1
→ -5.2	u	-10.3%	-1.6%	-7.1%	0.0%	-3.3%	u	0.8%
[35] Cc1cc(C(=O)N/N=C/c2cn[nH]c2-c2ccccc2)cs1
→ -4.0	4.0%	-3.1%	5.0%	-2.9%	-2.5%	-3.8%	-11.3%	36.3%
[36] S=C(c1ccc(-c2ccc(Cl)cc2Cl)o1)N1CCCCC1
→ 3.3	-2.9%	-11.5%	-2.0%	-2.1%	1.1%	-28.7%	-22.2%	-41.7%
[37] Cc1ccc(/C=N/n2c(C)nnc2C)o1
→ 1.0	-4.4%	-4.5%	-7.6%	x	-16.9%	-22.5%	8.5%	1.9%
